CFTR F508del cor: CFTR F508del correction in bronchial cells. CFBE cells, YFP halide quenching; stimulated with forskolin plus potentiator P3; % fluorescence drop versus neutral controls. AID 720511. activity (quench increase), % at 7.58 µM. actives 0.36% (n = 350,000);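 active = mean added fluorescence quench of at least 8% versus neutral control, with both replicates also reaching 8%; inconclusive = only one of the mean or replicate conditions met; inactive = mean below 8% and not both replicates reaching 8%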;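 also: cells transiently co-express mutant CFTR-F508del with the halide-sensitive YFP; corrector assay measuring rescue of mutant channel to the surface after 24 h compound exposure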
DENV2 CPE rescue: protects cells from dengue virus 2 cytopathic effect; DENV2-infected cells, cytopathic effect rescue, plate reader; CPE inhibition, % at 9.99 µM; actives 1.7% (n = 350,000); AID 651640; in the data active = CPE inhibition above about 20%, passing the limit was not always enough; inconclusive = no clear call, values can overlap the other calls; tested in BHK-21 cells;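 also: 0% = median of neutral control wells and 100% = median of positive control wells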
FN deposition inh: fibronectin deposition inhibition | actives 0.086% (n = 350,000) | inhibition, % at 12.6 µM | AH1F fibroblasts, Alexa488-fibronectin deposition fluorescence, overnight;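 active = mean inhibition across replicates of 30% or more, regardless of how many single replicates reach that level; inconclusive = mean under 30% yet at least half of replicates reach 30%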;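 also: positive control wells lacked labelled fibronectin entirely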
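Assay system: AH1F fibroblasts assembling fluorescent fibronectin matrix; Amount: 10000 AH1F cells per well; Buffer or medium: DMEM, 2% serum; Probe or stimulus: Alexa488-fibronectin, 24 nM final in well; Doses: single compound dose, delivered by pin transfer; Incubation: 1 h adhesion, overnight exposure; Measured by: fluorescence 485/525 nm; Read-out: fibronectin deposition inhibition.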
EWS-Fli inh: blocks EWS/Fli oncoprotein-driven transcription; inhibition, % at 12.6 µM; A673 NR0B1-luciferase reporter, viability-normalised; actives 0.67% (n = 350,000);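 active = mean inhibition of at least 50% after viability correction, with every replicate also passing that limit; inconclusive = mean reaches 50% but only one of two replicates passes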;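 also: firefly luciferase signal divided by Alamar Blue viability fluorescence both relative to DMSO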
miR-122 sensor: blocks miR-122 activity in Huh7 sensor cells; AID 602342; actives 0.3% (n = 340,000); Huh7 miR-122 Renilla luciferase sensor, 48 h; neutral wells = 0, positive control = 100; activation (reporter increase), % at 12.5 µM;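 active = mean replicate activation score at least 90 and every replicate individually at or above 90; inconclusive = only one of the two criteria met; inactive = neither criterion met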;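 also: higher luciferase means less miR-122 activity so hits act as miR-122 inhibitors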
GSIS activator: primary screen for activators of insulin secretion dependent on glucose, INS-1E cells, GLuc reporter luminescence. actives 0.61% (n = 370,000). AID 743287. activation, % at 16.6 µM. INS-1E GLuc reporter insulin secretion, 2-3 h;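 active = lowest replicate activation of at least 40%, so every replicate reaches that level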;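 also: 0% = median of neutral control wells and 100% = median of IBMX positive control wells; some compounds called inactive have numbers as strong as hits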
PAX8 reporter: inhibitors of PAX8 transcriptional activity in RMG-I cells; RMG-I TPO-luciferase reporter, SteadyGlo, 24 h; inhibition, % at 12.6 µM; actives 1.2% (n = 360,000); AID 652154;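 active = mean replicate inhibition at least 60% with every replicate also reaching 60%; inconclusive = only one of the two criteria is met; inactive = mean below 60% and not all replicates reaching 60%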;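 also: luciferase light reporting Pax8 driven TPO promoter activity; plate controls were median of neutral control wells for no effect and mitoxantrone controls for full effect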
An asterisk follows results filed as active; ? = inconclusive; . = no result given; [ ] = another dose, or the depositor's remark.

entry	structure	CFTR F508del cor	DENV2 CPE rescue	FN deposition inh	EWS-Fli inh
1	CCOC(=O)C1CCCN(CC(O)COCc2ccccc2OC)C1 (stereo not drawn)	-4.6	-3	-12	2
2	Cc1nn(-c2ccccc2)c(N2CCCC2)c1/C=N/NC(=O)C1CC1	1.7	12	8	-5
3	c1ccc(CN=C2Nc3ccccc3CS2)nc1	-1.4	-2	-1	-58
4	COC(=O)c1ccc(CNC(=O)C(C)N=C2NS(=O)(=O)c3ccccc32)cc1 (stereo not drawn)	-1.0	-7	8	3
5	COc1ccc2c(c1)CCCC21NC(=O)N(CC(=O)NCc2cccs2)C1=O (stereo not drawn)	0.3	?	9	7
6	Nc1nonc1C(=O)NCCNS(=O)(=O)c1ccc(Br)cc1	.	0	.	.
7	COc1cc2c(cc1OC)C(CSc1ccccc1C(=O)O)=NC(C)(C)C2	7.3	1	2	5
8	O=C(NC(NNc1ccc([N+](=O)[O-])cc1)(C(F)(F)F)C(F)(F)F)c1ccc(F)cc1	-1.4	.	-1	6
9	CCOc1ccc(NC(=O)N(Cc2ccc(C)cc2)Cc2ccccn2)cc1	3.1	-4	-7	5
10	O=C(CSc1nnc(-c2ccc(F)cc2)c2ccccc12)Nc1ccccc1Cl	-1.1	-3	-4	-3
11	O=C(c1ccco1)N(Cc1ccccc1)Cc1ccccn1	0.8	-7	0	7
12	O=C(CCS(=O)(=O)c1ccccc1)N1CCCc2ccccc21	-0.3	3	5	-8

entry	miR-122 sensor	GSIS activator	PAX8 reporter
1	-10	-11	-5
2	.	.	-7
3	.	4	-62
4	.	9	0
5	1	.	6
6	21	4	.
7	.	41*	28
8	.	-45	-10
9	1	-8	16
10	-9	20	7
11	.	46	-3
12	-2	10	-28

The list goes on, overlapping the part above by two compounds.
entry	structure	CFTR F508del cor	DENV2 CPE rescue	FN deposition inh	EWS-Fli inh
11	O=C(c1ccco1)N(Cc1ccccc1)Cc1ccccn1	0.8	-7	0	7
12	O=C(CCS(=O)(=O)c1ccccc1)N1CCCc2ccccc21	-0.3	3	5	-8
13	COc1ccc(OC)c(CN2CCN(C(=O)c3cc4ccccc4cc3O)CC2)c1	1.1	-1	4	11
14	CC[C@H](NC(=O)[C@H](Cc1ccccc1)NC(=O)[C@H]1O[C@@H](n2cnc3c(=O)[nH]c(N)nc32)[C@H](O)[C@@H]1O)c1ccccc1	-3.5	-8	-2	4
15	C[C@H](CO)N1C[C@H](C)[C@H](CN(C)C(=O)Nc2ccc(F)cc2)Oc2ccc(NS(=O)(=O)c3cn(C)cn3)cc2CC1=O	-3.1	1	1	-17
16	O=C(C[C@H]1C[C@H]2c3cc(NC(=O)Nc4ccccc4)ccc3O[C@H]2[C@@H](CO)O1)NCc1ccccc1	-1.7	2	7	-15
17	Cc1ccc(OC2CCN(C(=O)[C@H]3O[C@@H](n4ccc(N)nc4=O)[C@H](O)[C@@H]3O)CC2)cc1	2.3	4	.	-1
18	CCOC(=O)NC(NC(=S)Nc1ccc(OC)cc1)C(Cl)(Cl)Cl (stereo not drawn)	0.8	-5	-2	8
19	Cc1cc(C)c(NC(=O)COc2ccccc2C(=O)Nc2ccc3c(c2)oc2ccccc23)c(C)c1	.	.	2	.
20	COc1ccc(NC2=C3CCCC=C3N(c3ccc(OC)cc3)C2=O)cc1	2.8	.	-3	5
21	S=c1[nH]nc(COc2ccc(Cl)cc2)n1Cc1ccco1	4.4	-5	-26	9
22	COc1cccc(CCC(=O)Nc2cc3c(cc2C(=O)O)OCCCO3)c1OC	3.0	9	0	2
23	CCC(COC)NC(=O)c1ccc(OC)c(OC2CCN(C(C)=O)CC2)c1 (stereo not drawn)	-0.7	4	-4	-3
24	COc1ccc(S(=O)(=O)N(C)C[C@H]2OCCCC[C@@H](C)Oc3ccc(NS(=O)(=O)c4ccc(C)cc4)cc3C(=O)N([C@@H](C)CO)C[C@H]2C)cc1	1.4	1	.	5

entry	miR-122 sensor	GSIS activator	PAX8 reporter
11	.	46	-3
12	-2	10	-28
13	12	-19	16
14	.	.	-12
15	2[16.7 µM]	0	.
16	-3[16.7 µM]	1	-25
17	2	5	-13
18	.	0	7
19	-6	-3	-6
20	3	7	-26
21	2	-10	3
22	-4	.	4
23	.	.	4
24	-15[16.7 µM]	-16	48

Next section.
entry	structure	CFTR F508del cor	DENV2 CPE rescue	FN deposition inh	EWS-Fli inh
25	COc1ccc(/C=C(/NC(=O)c2ccc(C)cc2)C(=O)NCc2ccncc2)cc1	-0.6	-1	3	5
26	C[C@H]1CN([C@@H](C)CO)C(=O)Cc2cc(NS(=O)(=O)c3ccc(F)cc3)ccc2O[C@@H]1CN(C)S(=O)(=O)c1cccs1	-3.0	.	.	-11
27	Cc1cc(C(=O)Nc2ccccc2C(=O)O)ccc1NC(=O)COc1cccc(C)c1C	1.6	6	-3	-5
28	COCCCN1C(=O)C2C(C(=O)Nc3cc(C)cc(C)c3)C3C=CC2(O3)C1C(=O)NC1CCCCC1 (stereo not drawn)	0.7	4	10	6
29	COc1ccc(NC(=O)N(C)C[C@@H]2Oc3c(NS(C)(=O)=O)cccc3C(=O)N([C@@H](C)CO)C[C@H]2C)cc1	1.2	10	.	-6
30	COc1cccc(NC(=O)Nc2ccc3c(c2)C(=O)N(C)C[C@@H](OC)[C@H](C)CN(CC2CC2)[C@H](C)CO3)c1	-2.8	-1	-2	-4
31	CC(=O)c1sc(NC(=O)CCS(=O)(=O)c2ccc(Cl)cc2)nc1C	2.3	0	-9	6
32	CC(C)CCC(CCN1CCCC1)c1ccc2c(c1)OCO2 (stereo not drawn)	1.5	0	3	7
33	Cc1[nH]c(=O)[nH]c(=O)c1N(C)C	3.0	.	2	-11
34	CCOC(=O)c1cnc2c(C)cc(Cl)cc2c1NCCCN1CCOCC1	3.5	16	-2	15
35	O=C(CSc1nc2ccc([N+](=O)[O-])cc2s1)c1ccc2ccccc2c1	1.7	10	9	-2
36	COC(=O)c1cn(CCCNC(=O)[C@H](Cc2ccccc2)NS(=O)(=O)c2ccc(C)cc2)nn1	-0.2	1	.	14

entry	miR-122 sensor	GSIS activator	PAX8 reporter
25	0	13	5
26	-5[16.7 µM]	9	-12
27	-5	11	10
28	-2	9	5
29	-6[16.7 µM]	19	.
30	.	13	4
31	.	25	89*
32	-5	6	-4
33	.	10	2
34	-9	6	16
35	.	-22	-16
36	.	.	10

The list continues.
entry	structure	CFTR F508del cor	DENV2 CPE rescue	FN deposition inh	EWS-Fli inh
37	CC1CCCN(CC(=O)NC(=O)NC2CCCCC2)C1 (stereo not drawn)	2.8	-3	-6	-21
38	C[C@@H]1CN([C@H](C)CO)C(=O)c2cc(NS(=O)(=O)c3ccc(F)cc3)ccc2O[C@H]1CN(C)Cc1ccc2c(c1)OCO2	3.2	-2	-4	-5
39	Cc1cc(N2CCCCC2)nc2ccccc12	3.3	-6	-4	-5
40	O=C(NNC(=O)c1ccc(Cl)s1)c1csc(N2CCOCC2)n1	0.5	-3	-1	-14
41	Clc1ccccc1Cn1nc(-c2ccccc2)nc1-c1ccccc1	.	.	-14	15
42	O=C(NCCN1CCOCC1)c1ccc(NS(=O)(=O)c2cccc([N+](=O)[O-])c2)cc1	-0.5	?	8	4
43	C/C(=N\NC(=O)COc1ccc(C#N)cc1)c1ccccc1OC(F)F	.	.	2	.
44	CCCCC1(Br)C(=O)N(c2ccccc2)N(c2ccccc2)C1=O	-5.7	6	-1	-1
45	Cc1ccc2c(ccn3cc4c(c(=O)n(C)c(=O)n4C)c23)c1	.	-3	-3	-13
46	O=C(NC1c2ccccc2Oc2ccccc21)c1ccc([N+](=O)[O-])cc1	2.3	9	10	-7
47	Cc1cc(C)nc(NC(=O)c2ccc([N+](=O)[O-])c(C)c2)n1	-2.6	-4	-2	5
48	CN1CCN(C(=O)C[C@@H]2C[C@@H]3c4cc(NC(=O)NC5CCCC5)ccc4O[C@@H]3[C@H](CO)O2)CC1	1.7	-4	-11	1

entry	miR-122 sensor	GSIS activator	PAX8 reporter
37	-1	.	-24
38	-2[16.7 µM]	-5	-17
39	.	4	4
40	.	3	-4
41	4	0	-9
42	.	20	9
43	.	-8	3
44	3	31	0
45	-16	8	-30
46	7	-6	6
47	2	3	7
48	-3[16.7 µM]	-6	-2

Shown with two lines to a compound: entries from further up.
Results follow in this order: CFTR F508del cor | DENV2 CPE rescue | FN deposition inh | EWS-Fli inh | miR-122 sensor | GSIS activator | PAX8 reporter
(29) COc1ccc(NC(=O)N(C)C[C@@H]2Oc3c(NS(C)(=O)=O)cccc3C(=O)N([C@@H](C)CO)C[C@H]2C)cc1
    1.2 | 10 | . | -6 | -6[16.7 µM] | 19 | .
(30) COc1cccc(NC(=O)Nc2ccc3c(c2)C(=O)N(C)C[C@@H](OC)[C@H](C)CN(CC2CC2)[C@H](C)CO3)c1
    -2.8 | -1 | -2 | -4 | . | 13 | 4

(cont.)
entry	structure	CFTR F508del cor	DENV2 CPE rescue	FN deposition inh	EWS-Fli inh
49	CCCCn1c(N)c(N(CC)C(=O)c2cc(Br)ccc2Cl)c(=O)[nH]c1=O	2.1	.	4	4
50	COc1ccc(-c2nc(Cn3c(SCc4ccc(C)cc4)nc4ccncc43)c(C)o2)cc1OC	-1.5	2	11	-52
51	O=C(NC1CC2CCC(C1)N2Cc1ccco1)c1ccccc1 (stereo not drawn)	.	.	0	.
52	COc1ccc(/C=N/NC(=O)Cn2nnc3ccccc32)cc1OC	.	0	-3	-5
53	CC(Oc1ccccc1)C(=O)Nc1cccc(NC(=O)c2ccco2)c1 (stereo not drawn)	2.9	2	-13	1
54	CCC(=O)N1C[C@H](C)[C@@H](OC)CN(C)C(=O)c2ccc(NC(=O)CC(F)(F)F)cc2OC[C@H]1C	0.6	2	-7	-11
55	COc1cnc(SCC(=O)O)[nH]c1=O	.	.	0	.
56	C[C@H](NC(=O)C[C@H]1CC[C@@H](NC(=O)C2CCC2)[C@@H](CO)O1)c1ccccc1	-0.1	8	.	2
57	CNC[C@H]1OCCCC[C@@H](C)Oc2ccc(NC(=O)Nc3ccc(C(F)(F)F)cc3)cc2C(=O)N([C@@H](C)CO)C[C@H]1C	0.3	-7	.	-6
58	COc1ccc(C2NC(=O)NC(C)=C2C(=O)OC2CCC(C)CC2)cc1 (stereo not drawn)	0.7	-4	-3	15
59	CN1C(=O)c2cc(NC(=O)c3ccc(C(F)(F)F)cc3)ccc2OC[C@@H]2O[C@@H](CC(=O)O)CC[C@H]21	0.7	?	3	-20
60	N/C(=N\OC(=O)c1ccc2ccccc2c1)c1cccc([N+](=O)[O-])c1	.	.	-5	.

entry	miR-122 sensor	GSIS activator	PAX8 reporter
49	.	8	-1
50	-4	.	-78
51	-1	.	0
52	.	70*	-6
53	-12	-4	11
54	.	9	-31
55	-1	19	-4
56	.	0	-29
57	-2[16.7 µM]	13	5
58	0	1	10
59	3[16.7 µM]	4	-13
60	-9	-8	-12

Next compounds.
entry	structure	CFTR F508del cor	DENV2 CPE rescue	FN deposition inh	EWS-Fli inh
61	CCCCn1c(NC(=O)c2ccccc2)nc2ccccc21	.	.	-2	.
62	COCCNC(=O)CCc1nnc2ccc(N3CCC(C)CC3)nn12	2.2	1	5	5
63	FC(F)(F)c1ccc2c(c1)NCC1CCCN21 (stereo not drawn)	1.0	5	.	10
64	CCCCn1c(=S)[nH]c2cc(S(=O)(=O)N3CCCCC3)ccc21	.	.	3	.
65	S=C(Nc1ccccc1)N1CCN(C(=S)c2ccccc2)CC1	0.2	-2	2	-26
66	O=S(=O)(Nc1ccc(O)c2ccccc12)c1ccc(OC(F)(F)F)cc1	0.3	14	-2	-13

entry	miR-122 sensor	GSIS activator	PAX8 reporter
61	11	-1	.
62	-7	9	20
63	.	4	-21
64	5	.	-6
65	6	-3	23
66	6	-44	15

Screening data: PubChem, Broad Institute
